Screening results from PubChem.
Salmonella PhoP GFP: inhibitors of PhoP regulon expression, primary screen, Salmonella Typhimurium, GFP reporter (AID 1863); S. Typhimurium PhoP-regulated promoter GFP reporter, 4 h; higher % means a stronger effect; inhibition, % at 50 µM, or IC50 in µM where a hit was titrated; 300,000 compounds, 0.16% hits;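 active = inhibition over 29.93%, a cutoff 3 SD above the screen mean, later confirmed by dose response; inconclusive = inhibition over 29.93% but no dose response follow-up; inactive = inhibition at most 29.93% or unconfirmed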;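 note: 0% = low Mg2+ inducing control and 100% = high Mg2+ repressing control; strong numbers were not always called active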
GPR35 arrestin U2OS: GPR35 antagonists blocking zaprinast-driven arrestin recruitment, primary screen, imaging, U2OS, beta-arrestin-GFP, zaprinast agonist (AID 2058); U2OS GPR35 beta-arrestin-GFP translocation imaging, zaprinast antagonism; higher % means a stronger effect; inhibition, % at 10 µM, or IC50 in µM where a hit was titrated; 290,000 compounds, 0.052% hits;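 active = inhibition of at least 50% with at least 30 cells and total cytoplasm GFP at most 10,000,000; inconclusive = under 30 cells or total GFP of 10,000,000 plus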
LYP inhibition: PTPN22 lymphoid phosphatase activity blockers – biochemical, fluorescence intensity, uHTS (AID 1779); recombinant LYP phosphatase, fluorescence intensity; higher % means a stronger effect; one-dose inhibition, % at 11.5 µM; IC50 in µM for titrated hits; 290,000 compounds, 0.054% hits; in the data active = inhibition above about 50%;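 note: plate controls were vehicle with enzyme for no effect and no enzyme for full effect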
West Nile virus CPE: inhibition of WNV-induced cytopathic effect – cell-based, CPE readout (AID 1621); West Nile virus-infected cells, CPE inhibition; higher % means a stronger effect; one-dose CPE inhibition, % at 10 µM; IC50 in µM for titrated hits; 290,000 compounds, 0.02% hits; in the data active = a potency from the dose series; inconclusive = CPE inhibition mostly from about 3.7% at the one dose, without a potency; inactive = the rest, 99 in 100 with CPE inhibition below about 2.2%; note: strong numbers were not always called active
MgcRacGAP inhibition: MgcRacGAP GTPase-activating activity inhibitors, confirmation, biochemical, ADP Hunter fluorescence; MgcRacGAP-stimulated Rac1 GTP hydrolysis, ADP Hunter fluorescence; higher % means a stronger effect; GST-tagged Rac1 F28L mutant substrate; one-dose inhibition, % at 30 µM; IC50 in µM for titrated hits; 340,000 compounds, 0.6% hits; AID 624330;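 active = first-screen hits whose inhibition reached a set limit at any dose in the follow-up dose series; inconclusive = inhibition above the set first-screen limit but never retested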;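 note: fluorescence reports GDP produced by GAP-driven GTP hydrolysis; strong numbers were not always called active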
ER stress rescue: protection against thapsigargin-triggered cell killing – 384-well, CSM14.1, ATP luminescence, primary screen (AID 1222); one-dose cellular ATP content (survival), % at 20 µM; EC50 in µM for titrated hits; 190,000 tested, under 10 active; CSM14.1 thapsigargin-induced death rescue, ATP luminescence; higher % means a stronger effect;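 active = EC50 below 50 µM in the dose-response confirmation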;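 note: death triggered by thapsigargin at about 15 µM added after 2 h compound pretreatment; cell ATP read after overnight thapsigargin exposure of roughly 18 to 22 hours; normalized against plate controls of thapsigargin alone and 5% DMSO vehicle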
Large T inhibition: TAg ATPase/helicase activity blockers – biochemical (AID 1903); SV40 large T antigen ATPase/helicase inhibition assay; higher % means a stronger effect; inhibition, % at 20 µM; hits with a dose series show IC50 in µM; 310,000 compounds, 0.39% hits; in the data active = a potency from the dose series; inconclusive = inhibition mostly from about 32% at the one dose, without a potency; inactive = the rest, 99 in 100 with inhibition below about 32%; note: strong numbers were not always called active
Dengue-2 NS5 capping: flavivirus cap methylation enzyme inhibition – biochemical, confirmation dose response, primary screen (AID 588689). Dengue-2 NS5 methyltransferase capping enzyme assay, biochemical; higher % means a stronger effect. one-dose inhibition, % at 25 µM; IC50 in µM for titrated hits. 340,000 compounds, 0.3% hits; in the data active = a potency from the dose series; inconclusive = inhibition above about 29% without an active follow-up result
RSV antiviral HEp-2: inhibition of RSV-induced cytopathic effect – HEp-2 cells, primary 10 µM value included (AID 2391) | CPE inhibition, % at 10 µM, or IC50 in µM where a hit was titrated | 310,000 compounds, 0.13% hits | HEp-2 cells, RSV-induced CPE inhibition; higher % means a stronger effect; in the data active = a potency from the dose series; inconclusive = CPE inhibition mostly from about 23% at the one dose, without a potency; inactive = the rest, 99 in 100 with CPE inhibition below about 21%; note: strong numbers were not always called active
* hit, by the source's call.

Results for CC(C)NC(=O)NC(=O)CSc1nncn1C ?
Salmonella PhoP GFP: 6%; GPR35 arrestin U2OS: 1%; LYP inhibition: 4%; West Nile virus CPE: 0.5%; MgcRacGAP inhibition: -5%; ER stress rescue: 1.7%; Large T inhibition: 3%; Dengue-2 NS5 capping: -9%; RSV antiviral HEp-2: -0.3%

Results for O=C(CNC(=O)c1cccs1)NCC(=O)OCc1ccc(Cl)cc1 ?
Salmonella PhoP GFP: 1%; GPR35 arrestin U2OS: -2%; LYP inhibition: -5%; West Nile virus CPE: 0.0%; MgcRacGAP inhibition: 2%; ER stress rescue: -7.1%; Large T inhibition: 2%; Dengue-2 NS5 capping: -4%; RSV antiviral HEp-2: -0.1%

How did Nc1c(C(=O)c2ccc(Cl)cc2)sc2nc3c(cc12)CCC3 do in these assays?
Salmonella PhoP GFP: -2%; GPR35 arrestin U2OS: -2%; LYP inhibition: -7%; West Nile virus CPE: -0.3%; MgcRacGAP inhibition: 5%; ER stress rescue: 0.0%; Large T inhibition: 5%; Dengue-2 NS5 capping: -7%; RSV antiviral HEp-2: 2.1%

What do the screens show for `COc1cc(C2CC(=O)c3cnc(NC(=O)c4ccco4)nc3C2)cc(OC)c1OC` (centres undefined)?
Salmonella PhoP GFP: -3%; GPR35 arrestin U2OS: 12%; LYP inhibition: -13%; West Nile virus CPE: 0.0%; MgcRacGAP inhibition: 8%; Large T inhibition: 8%; Dengue-2 NS5 capping: -5%; RSV antiviral HEp-2: 2.4%

What do the screens show for `CC(C)n1cc(CN2CCC(n3nccc3NC(=O)C3CCCC3)CC2)cn1`?
Salmonella PhoP GFP: -5%; GPR35 arrestin U2OS: 0%; LYP inhibition: -13%; West Nile virus CPE: 0.1%; MgcRacGAP inhibition: 5%; Large T inhibition: 2%; Dengue-2 NS5 capping: -7%; RSV antiviral HEp-2: 0.4%

What do the screens show for `CCc1cc2ccc(C)cc2nc1SCC(=O)NC1CCCC1`?
Salmonella PhoP GFP: 0%; GPR35 arrestin U2OS: 2%; LYP inhibition: -6%; West Nile virus CPE: -0.3%; MgcRacGAP inhibition: 3%; Large T inhibition: 7%; Dengue-2 NS5 capping: -6%; RSV antiviral HEp-2: 4.1%

How did Clc1ccc(C[n+]2cc(-c3ccccc3)n3c2CCC3)cc1 do in these assays?
Salmonella PhoP GFP: -9%; GPR35 arrestin U2OS: 6%; LYP inhibition: -4%; West Nile virus CPE: inconclusive; MgcRacGAP inhibition: 5%; Large T inhibition: 11%; Dengue-2 NS5 capping: -8%

Results for N#CCSc1ncnc2c1cnn2CCO ?
Salmonella PhoP GFP: 12%; GPR35 arrestin U2OS: -3%; LYP inhibition: 6%; West Nile virus CPE: -0.7%; MgcRacGAP inhibition: 11%; ER stress rescue: 1.8%; Large T inhibition: 10%; Dengue-2 NS5 capping: -1%; RSV antiviral HEp-2: -3.3%

How did CCOc1ccc(NC(=O)CSc2nc3ccccc3c(=O)n2Cc2cccs2)cc1 do in these assays?
Salmonella PhoP GFP: 6%; GPR35 arrestin U2OS: -3%; LYP inhibition: -5%; West Nile virus CPE: -0.4%; MgcRacGAP inhibition: 4%; ER stress rescue: -0.5%; Large T inhibition: -7%; Dengue-2 NS5 capping: 1%; RSV antiviral HEp-2: 0.6%

Results for CN1CCN(C(=O)c2ccc(S(=O)(=O)c3ccc(Br)cc3)cc2)CC1 ?
Salmonella PhoP GFP: 0%; GPR35 arrestin U2OS: 3%; LYP inhibition: -12%; West Nile virus CPE: -0.3%; MgcRacGAP inhibition: 8%; ER stress rescue: 0.0%; Large T inhibition: 7%; Dengue-2 NS5 capping: 3%; RSV antiviral HEp-2: 2.7%

How did CCN(CC(=O)NC(C)C)C(=O)[C@@H](NC(=O)c1ccco1)C(C)C do in these assays?
Salmonella PhoP GFP: 1%; GPR35 arrestin U2OS: 1%; LYP inhibition: -4%; MgcRacGAP inhibition: 2%; ER stress rescue: -1.4%; Large T inhibition: 3%; Dengue-2 NS5 capping: -1%; RSV antiviral HEp-2: -0.9%

How did COCCNC(=O)C(=O)NNS(=O)(=O)c1ccc2ccccc2c1 do in these assays?
Salmonella PhoP GFP: 4%; GPR35 arrestin U2OS: -14%; LYP inhibition: -8%; West Nile virus CPE: 0.6%; MgcRacGAP inhibition: 0%; ER stress rescue: -0.9%; Large T inhibition: 0%; RSV antiviral HEp-2: -0.1%

Results for CCC(C)Sc1ccc([C@H]2N[C@@](CC(C)C)(C(=O)OC)[C@H]3C(=O)N(C)C(=O)[C@@H]23)cc1 (some centres undefined) ?
Salmonella PhoP GFP: -5%; MgcRacGAP inhibition: 1%; Large T inhibition: 4%; Dengue-2 NS5 capping: -2%; RSV antiviral HEp-2: 0.5%

How did O=C(O)C1CCCN1C(=O)OCc1ccccc1 (centres undefined) do in these assays?
Salmonella PhoP GFP: -9%; GPR35 arrestin U2OS: 5%; LYP inhibition: -5%; West Nile virus CPE: 0.1%; MgcRacGAP inhibition: 4%; ER stress rescue: -2.0%; Large T inhibition: 16%; Dengue-2 NS5 capping: 0%; RSV antiviral HEp-2: 1.0%

Results for CC(=O)c1cc2c(ccc3ccccc32)oc1=O ?
Salmonella PhoP GFP: -4%; GPR35 arrestin U2OS: -9%; LYP inhibition: -11%; West Nile virus CPE: -0.2%; MgcRacGAP inhibition: 14%; Large T inhibition: 10%; RSV antiviral HEp-2: 2.7%

How did CCOc1ccccc1N(C(=O)CNC(=O)c1ccco1)C(C(=O)NC(C)(C)C)c1ccncc1 (centres undefined) do in these assays?
Salmonella PhoP GFP: -3%; GPR35 arrestin U2OS: 7%; LYP inhibition: -7%; West Nile virus CPE: -0.3%; MgcRacGAP inhibition: 4%; ER stress rescue: -0.4%; Large T inhibition: 8%; Dengue-2 NS5 capping: 0%; RSV antiviral HEp-2: 0.4%

Results for O=C(NCc1nnc2n1CCCCC2)c1ccc(Cl)cc1Cl ?
Salmonella PhoP GFP: 5%; GPR35 arrestin U2OS: 8%; LYP inhibition: -7%; West Nile virus CPE: -0.3%; MgcRacGAP inhibition: 11%; ER stress rescue: -2.9%; Large T inhibition: 11%; Dengue-2 NS5 capping: 9%; RSV antiviral HEp-2: 0.2%

How did COC(=O)Nc1ccc(S(=O)(=O)NCc2ccccn2)cc1 do in these assays?
Salmonella PhoP GFP: -1%; GPR35 arrestin U2OS: 15%; LYP inhibition: 0%; West Nile virus CPE: -1.5%; MgcRacGAP inhibition: 8%; Large T inhibition: 9%; Dengue-2 NS5 capping: -2%; RSV antiviral HEp-2: 3.9%

What do the screens show for `Cc1ccc(C)c(Nc2nc3ccc(C)cc3n3cnnc23)c1`?
Salmonella PhoP GFP: 4%; GPR35 arrestin U2OS: 16%; LYP inhibition: -6%; West Nile virus CPE: -0.8%; MgcRacGAP inhibition: 6%; Large T inhibition: 9%; Dengue-2 NS5 capping: 1%; RSV antiviral HEp-2: 7.7%

What do the screens show for `CCn1c(=O)c2c(nc3n2CCCN3c2cccc(C)c2)n(C)c1=O`?
Salmonella PhoP GFP: -9%; GPR35 arrestin U2OS: -3%; LYP inhibition: -4%; West Nile virus CPE: -0.1%; MgcRacGAP inhibition: 7%; Large T inhibition: 15%; Dengue-2 NS5 capping: -5%

What do the screens show for `Cn1c(Cc2ccc3c(c2)OCO3)nnc1SCC(=O)N1CCc2ccccc2C1`?
Salmonella PhoP GFP: 8%; GPR35 arrestin U2OS: 9%; LYP inhibition: -10%; West Nile virus CPE: -0.8%; MgcRacGAP inhibition: 11%; ER stress rescue: 0.9%; Large T inhibition: 3%; Dengue-2 NS5 capping: -6%; RSV antiviral HEp-2: -1.6%

Results for COc1ccc(/C=C2\SC(N3CCCCC3)=NC2=O)cc1OC ?
Salmonella PhoP GFP: -1%; GPR35 arrestin U2OS: 9%; LYP inhibition: -3%; West Nile virus CPE: -0.1%; MgcRacGAP inhibition: 6%; Large T inhibition: 11%; Dengue-2 NS5 capping: -9%; RSV antiviral HEp-2: 2.0%

What do the screens show for `O=[N+]([O-])c1ccccc1Oc1cnc2ccccc2n1`?
Salmonella PhoP GFP: 4%; GPR35 arrestin U2OS: 4%; LYP inhibition: 5%; MgcRacGAP inhibition: 9%; ER stress rescue: -1.3%; Large T inhibition: 8%; Dengue-2 NS5 capping: -3%; RSV antiviral HEp-2: 1.6%

What do the screens show for `CS(=O)(=O)N1CCC(C(=O)Nc2ccc(OCc3ccccc3)cc2)CC1`?
Salmonella PhoP GFP: -6%; GPR35 arrestin U2OS: 4%; LYP inhibition: 0%; West Nile virus CPE: -0.6%; MgcRacGAP inhibition: 4%; ER stress rescue: -1.2%; Large T inhibition: 11%; Dengue-2 NS5 capping: 4%; RSV antiviral HEp-2: -0.3%

Results for CCOC(=O)n1cc(C(=O)c2ccccc2O)cn1 ?
Salmonella PhoP GFP: 10%; GPR35 arrestin U2OS: -4%; LYP inhibition: -7%; West Nile virus CPE: -0.4%; MgcRacGAP inhibition: 10%; Large T inhibition: 6%; Dengue-2 NS5 capping: 6%; RSV antiviral HEp-2: 0.7%

Results for COc1ccc(CC(=O)NNC(=S)Nc2ccccc2)cc1Br ?
Salmonella PhoP GFP: -5%; GPR35 arrestin U2OS: 15%; LYP inhibition: -1%; West Nile virus CPE: 0.2%; MgcRacGAP inhibition: 8%; ER stress rescue: -1.6%; Large T inhibition: 13%; Dengue-2 NS5 capping: -12%; RSV antiviral HEp-2: 1.1%

Results for CCN(c1ccccc1)S(=O)(=O)c1ccc(C(=O)Nc2ncccc2O)cc1 ?
Salmonella PhoP GFP: 2%; GPR35 arrestin U2OS: -2%; LYP inhibition: -3%; West Nile virus CPE: -0.6%; MgcRacGAP inhibition: -1%; Large T inhibition: 12%; Dengue-2 NS5 capping: -4%; RSV antiviral HEp-2: 3.0%

2 records drawn at random from those above, as already listed:
What do the screens show for `CS(=O)(=O)N1CCC(C(=O)Nc2ccc(OCc3ccccc3)cc2)CC1`?
Salmonella PhoP GFP: -6%; GPR35 arrestin U2OS: 4%; LYP inhibition: 0%; West Nile virus CPE: -0.6%; MgcRacGAP inhibition: 4%; ER stress rescue: -1.2%; Large T inhibition: 11%; Dengue-2 NS5 capping: 4%; RSV antiviral HEp-2: -0.3%

Results for COc1ccc(CC(=O)NNC(=S)Nc2ccccc2)cc1Br ?
Salmonella PhoP GFP: -5%; GPR35 arrestin U2OS: 15%; LYP inhibition: -1%; West Nile virus CPE: 0.2%; MgcRacGAP inhibition: 8%; ER stress rescue: -1.6%; Large T inhibition: 13%; Dengue-2 NS5 capping: -12%; RSV antiviral HEp-2: 1.1%
